Pf Dd2 inh: blocks growth of Plasmodium falciparum Dd2 parasites. P. falciparum Dd2 growth, SYBR Green, 72 h; hits give low values. activity change, % at 10 µM. hit rate 2.3% among 94,000. AID 1159554; in the data active = activity change below about -80%; inconclusive = no clear call, values can overlap the other calls
C diff HTS: C. difficile growth inhibition. Clostridium difficile clinical isolate growth, OD600, 24 h; hits give low values. growth activity, negative = inhibition, % at 16 µg/mL (by protocol). hit rate 0.25% among 86,000. AID 1259249;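 active = mean growth activity at or below -80% and every replicate also at or below -80%; inconclusive = mean at or below -80% but some replicate above -80%; inactive = mean growth activity above -80%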;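 note: 0% = DMSO wells and -100% = levofloxacin 16 µg/mL wells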
GASC1 inh: KDM4C (human) demethylase inhibition; hit rate 0.15% among 96,000; GST-KDM4C 2-372, H3K9me3 peptide, LANCE TR-FRET; Q9H3R0; inhibition, % at 12.5 µM;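 active = mean replicate inhibition above about 25%, with at least 55% of replicates also reaching it, limit read from the data, passing the limit was not always enough; inconclusive = only one of those two conditions met; inactive = neither condition met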
Target sequence (Q9H3R0 2-372 limits assumed): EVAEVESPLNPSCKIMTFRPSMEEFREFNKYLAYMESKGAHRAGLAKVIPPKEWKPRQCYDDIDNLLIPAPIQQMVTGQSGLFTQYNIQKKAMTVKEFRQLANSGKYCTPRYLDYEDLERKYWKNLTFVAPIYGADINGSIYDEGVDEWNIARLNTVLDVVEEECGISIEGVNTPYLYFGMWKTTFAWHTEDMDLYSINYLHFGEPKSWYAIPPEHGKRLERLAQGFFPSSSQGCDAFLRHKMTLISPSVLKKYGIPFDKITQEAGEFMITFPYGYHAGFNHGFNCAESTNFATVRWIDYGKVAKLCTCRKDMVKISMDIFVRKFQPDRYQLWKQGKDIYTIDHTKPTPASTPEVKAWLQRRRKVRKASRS
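System: N-terminal GST-fused human GASC-1 (KDM4C) fragment, residues 2-372 / Amount: 10 nM GST-KDM4C in enzyme reaction / Also added: H3K9me3 peptide with Fe(II)/2OG / Times: 30 min demethylation and 1 h detection at room temperature / Signal: LANCE TR-FRET / Read-out basis: Fall in 671/618 emission ratio as inhibition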
T cruzi growth: blocks T. cruzi growth in NIH3T3 culture; hit rate 5.9% among 77,000; AID 624255; T. cruzi beta-gal in NIH3T3, GalScreen luminescence, 90 h; inhibition, % at 8.34 µM;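 active = mean inhibition above about 93%, with at least 55% of replicates each passing it, limit read from the data, passing the limit was not always enough; inconclusive = only one of those two conditions holds; inactive = neither condition holds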
Active calls of the source: *; u = inconclusive; x = no result given; & = joins results of further samples.

SMILES	Pf Dd2 inh	C diff HTS	GASC1 inh	T cruzi growth
C[C@H](CO)N1C[C@H](C)[C@@H](CN(C)S(=O)(=O)c2ccc(F)cc2)Oc2c(NC(=O)NC3CCCCC3)cccc2C1=O	-13	-3	-0.7	22
C[C@@H]1CN([C@H](C)CO)C(=O)c2cc(C#CC3CC3)cnc2O[C@H]1CN(C)C	12	0	11	13
CCCNC(=O)N1C[C@@H](C)[C@@H](OC)CN(C)C(=O)c2cc(NC(C)=O)ccc2OC[C@@H]1C	16	0	-0.9	-3
COc1ccc(C#Cc2ccc3c(c2)O[C@H](CN(C)C(=O)Nc2cccc(OC)c2)[C@H](C)CN([C@@H](C)CO)S3(=O)=O)cc1	-86*	x	-2.7	116*
CS(=O)(=O)N1[C@@H](C#N)[C@@H](c2ccccc2-c2ccc(F)cc2)[C@@H]1CO	-18	23	-1.0	x
C[C@@H]1CN([C@@H](C)CO)C(=O)c2cc(NC(=O)Cc3ccccc3)ccc2O[C@@H](C)CCCCO[C@H]1CN(C)C(=O)c1ccccc1	-16	4	0.1	x
COc1ccc(NC(=O)Nc2ccc3c(c2)C(=O)N([C@@H](C)CO)C[C@H](C)[C@H](CN(C)C(=O)c2ccccc2)OCCCC[C@H](C)O3)cc1	-41	-19	0.6	44
CCS(=O)(=O)NC[C@H]1[C@@H](c2ccccc2)[C@@H](CO)N1CC1CCCCC1	3	12	1.5	x
CN(C)C(=O)c1ccc(-c2ccc([C@H]3[C@@H](CO)N4CCCCN(C(=O)C5CC5)C[C@@H]34)cc2)cc1	-23	5	-0.3	66
CCCN(C)C[C@@H]1Oc2cc(C3=CCCCC3)ccc2S(=O)(=O)N([C@@H](C)CO)C[C@@H]1C	-33	2	4.3	x
CNC[C@@H]1Oc2c(NS(C)(=O)=O)cccc2C(=O)N([C@H](C)CO)C[C@H]1C	10	0	9.0	63
C[C@H](CO)N1C[C@H](C)[C@@H](CN(C)S(C)(=O)=O)OCc2cn(nn2)CCCC1=O	18	3	x	-18
C[C@@H]1CN([C@H](C)CO)C(=O)c2cccc(NS(=O)(=O)c3cccs3)c2O[C@H]1CN(C)Cc1ccc(-c2ccccc2)cc1	-69	-3	-0.4	80
CC(=O)N(C)C[C@@H]1Oc2cc(-c3ccccc3C)ccc2S(=O)(=O)N([C@H](C)CO)C[C@@H]1C	-16	1	-1.6	76
C[C@@H]1CN([C@H](C)CO)C(=O)c2cc(-c3cccc(C(=O)N(C)C)c3)cnc2O[C@@H]1CN(C)CC1CC1	4	1	0.5	1
C[C@H]1CN([C@@H](C)CO)C(=O)c2cc(/C=C/c3ccccc3)cnc2O[C@@H]1CN(C)C(=O)c1cccnc1	-23	1	7.0	25
O=C(C[C@H]1CC[C@H]2[C@@H](COC[C@@H](O)CN2Cc2cccc(-c3ccncc3)c2)O1)N1CCCCC1	-18	x	-0.7	109*
C[C@H](CO)N1C[C@H](C)[C@H](CN(C)C)OCc2ccccc2-c2ccccc2C1=O	7	3	1.2	-19
CN1CCN(C(=O)C[C@H]2C[C@@H]3c4cc(NC(=O)NC5CCCC5)ccc4O[C@@H]3[C@@H](CO)O2)CC1	-1	-5	-0.8	49
O=C([C@@H]1[C@@H](CO)[C@@H]2Cn3c(ccc(-c4ccncc4)c3=O)[C@@H]2N1CCC(F)(F)F)N1CCCCC1	-2	4	0.0	3
C[C@@H]1CN([C@@H](C)CO)C(=O)c2cc(NC(=O)Nc3cccc4ccccc34)ccc2O[C@@H](C)CCCCO[C@H]1CN(C)Cc1ccc(C(=O)O)cc1	45	4	1.0	11
C[C@H]1CCCCO[C@@H](CN(C)S(=O)(=O)c2ccccc2)[C@@H](C)CN([C@@H](C)CO)C(=O)c2cc(N(C)C)ccc2O1	-60	-6	0.4	107*
CCCNC(=O)[C@@H]1N[C@@H]2c3ccc(C4=CCCCC4)c(=O)n3C[C@@H]2[C@H]1CO	7	0	1.7	14
CC(C)NC(=O)N[C@@H]1CC[C@H](CCNS(=O)(=O)c2ccc(F)cc2)O[C@@H]1CO	6	4	0.9	x
CO[C@@H]1CN(C)C(=O)c2ccc(NC(=O)C3CCCC3)cc2OC[C@@H](C)N(C(=O)CC2CC2)C[C@H]1C	-14	x	0.1	19

Next structures follow:
SMILES	Pf Dd2 inh	C diff HTS	GASC1 inh	T cruzi growth
CCCNC(=O)Nc1ccc2c(c1)C(=O)N(C)C[C@@H](OC)[C@@H](C)CN(C(=O)C1CCOCC1)[C@@H](C)CO2	-23	x	0.6	3
COc1ccccc1-c1ccc2c(c1)[C@@H]1[C@@H](CCN1C(=O)c1ccncc1)[C@@H](CO)N2	-44	9	-0.8	x
CC=Cc1ccc2n(c1=O)C[C@H]1[C@H](CO)[C@@H](C(=O)OC)N(C(C)=O)[C@@H]21 (mixture of isomers)	x	-2	0.4	59
CCC(=O)N[C@@H]1CC[C@@H](CC(=O)NCCN2CCCCC2)O[C@H]1CO	-3	x	0.4	-56
C/C=C/c1ccc([C@@H]2[C@@H](CNC(C)=O)N(C(=O)Cc3cccnc3)[C@H]2CO)cc1	-8	5	-0.6	7
C[C@@H]1CN([C@@H](C)CO)C(=O)c2cc(NS(=O)(=O)c3cccs3)ccc2O[C@H]1CN(C)S(=O)(=O)c1ccc(F)cc1	-30	-3	0.0	86
C[C@@H]1CN([C@@H](C)CO)C(=O)c2cccc(NS(=O)(=O)c3ccccc3)c2O[C@@H]1CN(C)Cc1ccncc1	-3	-5	-2.5	6
N#C[C@@H]1[C@H](c2ccccc2C2=CCCCC2)[C@H](CO)N1C(=O)c1ccccn1	12	-2	8.3	x
COc1ccc(S(=O)(=O)N(C)C[C@H]2Oc3c(NC(=O)C4CCCCC4)cccc3C(=O)N([C@H](C)CO)C[C@@H]2C)cc1	-43	2	-0.7	-1
C[C@@H]1CN([C@H](C)CO)C(=O)c2cc(NC(=O)Nc3ccccc3)ccc2O[C@@H]1CN(C)Cc1ccc(C(=O)Nc2ccccc2N)cc1	-85*	3	-1.6	36
COc1ccc2c3c(n(C)c2c1)[C@@H](CO)N(C(=O)C1CC1)CC31CCN(CC2CCCC2)CC1	-16	1	-1.3	x
CC(C)C#Cc1ccc([C@H]2[C@@H](CO)N3CCCCN(C(=O)Nc4ccccc4)C[C@@H]23)cc1	7	-11	-0.2	113*
Cc1ccc(S(=O)(=O)Nc2ccc3c(c2)C(=O)N(C)[C@H]2CC[C@H](CC(=O)O)O[C@@H]2CO3)cc1	12	-6	2.6	4
C[C@H](NC(=O)[C@H]1[C@H](CO)[C@H]2Cn3c(cccc3=O)[C@@H]1N2CCC(F)(F)F)c1ccccc1	x	-1	-0.5	-42
C[C@H]1CN([C@@H](C)CO)C(=O)Cc2cc(NC(=O)C3CCCCC3)ccc2O[C@@H]1CN(C)S(=O)(=O)c1ccc(F)cc1	-29	1	-0.2	x
C[C@@H]1CN([C@@H](C)CO)C(=O)c2cc(-c3ccc(C(=O)N(C)C)cc3)cnc2O[C@H]1CN(C)C(=O)c1ccncc1	45	-2	x	x
COc1cccc(CNC(=O)C[C@H]2C=C[C@H](NC(C)=O)[C@H](CO)O2)c1	-14	3	-0.2	-14
COCC(=O)N(C)C[C@H]1Oc2cc(-c3ccccc3)ccc2S(=O)(=O)N([C@H](C)CO)C[C@@H]1C	46	0	-1.9	57
COc1ccc(S(=O)(=O)N[C@@H]2C=C[C@@H](CC(=O)N3CCN(c4ccccc4)CC3)O[C@H]2CO)cc1	-18	-6	-0.3	12
O=C(Cc1ccccc1)NC[C@H]1N[C@H](CO)[C@@H]1c1ccc(C2=CCCC2)cc1	-6	8	-2.9	x
C[C@H](CO)N1C[C@H](C)[C@H](CN(C)S(=O)(=O)c2ccccc2)Oc2ccc(N(C)C)cc2CC1=O	5	8	-0.1	14
COc1ccc(S(=O)(=O)N(C)C[C@H]2Oc3c(NC(=O)c4ccncc4)cccc3C(=O)N([C@@H](C)CO)C[C@@H]2C)cc1	27	x	0.9	63
C[C@@H]1CN([C@H](C)CO)C(=O)c2cc(NC(=O)Cc3cn(C)c4ccccc34)ccc2O[C@@H]1CN(C)Cc1ccc(-c2ccccc2)cc1	5	17	-1.9	75
COc1ccc(CN(C)C[C@@H]2Oc3ccc(NC(=O)NC(C)C)cc3CC(=O)N([C@H](C)CO)C[C@H]2C)cc1	4	6&2	-1.2	x
CCCNC(=O)N[C@H]1CC[C@H](CCn2cc(C3CCCCC3)nn2)O[C@@H]1CO	-7	-1	-3.7	x

(cont.)
SMILES	Pf Dd2 inh	C diff HTS	GASC1 inh	T cruzi growth
C[C@H]1CN([C@@H](C)CO)C(=O)c2cc(-c3ccc(C(=O)N(C)C)cc3)cnc2O[C@H]1CN(C)C	27	-1	4.6	46
C[C@H](CO)N1C[C@H](C)[C@H](CN(C)Cc2ccc(Cl)c(Cl)c2)OCCCC[C@H](C)Oc2ccc(NC(=O)C3CCCCC3)cc2C1=O	-44	5	-0.3	94
C[C@H]1CN([C@@H](C)CO)C(=O)CCCn2nncc2CO[C@@H]1CN(C)C(=O)C1CCCCC1	10	x	1.1	-75
CO[C@H]1CN(C)C(=O)c2cc(NC(=O)Nc3cc(Cl)cc(Cl)c3)ccc2OC[C@@H](C)NC[C@H]1C	x	x	-1.3	9
CCC(=O)N[C@H]1C=C[C@@H](CC(=O)NCc2ccc(OC)cc2)O[C@H]1CO	0	x	-1.9	29
C[C@@H]1CN([C@H](C)CO)C(=O)c2cc(NC(=O)C3CC3)ccc2O[C@@H]1CN(C)S(=O)(=O)c1ccc(Cl)cc1	-1	-1	-0.9	9
COc1cccc(NC(=O)N[C@@H]2CC[C@@H](CC(=O)Nc3ccccc3)O[C@H]2CO)c1	-27	-3	-1.2	x
C[C@@H]1CN([C@@H](C)CO)C(=O)c2cc(NC(=O)Nc3ccc(C(F)(F)F)cc3)ccc2O[C@@H](C)CCCCO[C@@H]1CN(C)C(=O)CCCN(C)C	13	x	2.2	17
COc1ccc(-c2ccc([C@H]3[C@@H](CO)N4C(=O)CN(C(=O)NC(C)C)C[C@H]34)cc2)cc1	-46	-1	1.0	x
CC(C)C#Cc1ccc2c(c1)O[C@H](CN(C)CC1CCOCC1)[C@H](C)CN([C@H](C)CO)S2(=O)=O	-37	0	0.7	30
C[C@H]1CN([C@@H](C)CO)S(=O)(=O)c2ccc(-c3ccccc3)cc2O[C@H]1CN(C)C(=O)CC1CC1	-34	2	0.9	27
CO[C@@H]1CN(C)C(=O)c2cc(NC(=O)C3CCC3)ccc2OC[C@H](C)N(Cc2ccccn2)C[C@@H]1C	56	1	-1.2	-50
CC(C)NC(=O)Nc1ccc2c(c1)C(=O)N([C@H](C)CO)C[C@@H](C)[C@H](CN(C)S(=O)(=O)c1ccc(F)cc1)OCCCC[C@H](C)O2	x	-2	-1.6	4
C[C@H](CO)N1C[C@H](C)[C@H](CN(C)C(=O)Nc2ccc3c(c2)OCO3)Oc2cc(C#Cc3cccnc3)ccc2S1(=O)=O	u	-3	-1.8	101*
CN1CCN(C(=O)C[C@@H]2CC[C@@H](NC(=O)Cc3ccccn3)[C@@H](CO)O2)CC1	12	x	1.0	-64
Cc1noc(C)c1S(=O)(=O)Nc1cccc2c1O[C@H](CN(C)S(C)(=O)=O)[C@H](C)CN([C@H](C)CO)C2=O	20	x	0.8	65
CN1CCCCN2[C@@H](CO)[C@H](c3ccc(-c4cccnc4)cc3)[C@@H]2C1	-16	6	-1.1	-58
O=C(NCC[C@@H]1CC[C@H](NC(=O)c2cnccn2)[C@H](CO)O1)c1ccc2c(c1)OCO2	-13	4	-0.6	x
NCC[C@H]1CC[C@@H](NC(=O)C2CCCCC2)[C@@H](CO)O1	17	1	-0.5	x
COc1cccc(-c2ccc([C@@H]3[C@H](C#N)N(C(=O)Cc4ccccc4)[C@H]3CO)cc2)c1	-32	9	-4.0	u

Some of the entries so far, with two lines to a compound.
Values in the order: Pf Dd2 inh | C diff HTS | GASC1 inh | T cruzi growth
> O=C(NCC[C@@H]1CC[C@H](NC(=O)c2cnccn2)[C@H](CO)O1)c1ccc2c(c1)OCO2
→ -13 | 4 | -0.6 | x
> NCC[C@H]1CC[C@@H](NC(=O)C2CCCCC2)[C@@H](CO)O1
→ 17 | 1 | -0.5 | x

5 compounds picked at random from the list so far, as already listed:
SMILES	Pf Dd2 inh	C diff HTS	GASC1 inh	T cruzi growth
CO[C@@H]1CN(C)C(=O)c2cc(NC(=O)C3CCC3)ccc2OC[C@H](C)N(Cc2ccccn2)C[C@@H]1C	56	1	-1.2	-50
CN1CCCCN2[C@@H](CO)[C@H](c3ccc(-c4cccnc4)cc3)[C@@H]2C1	-16	6	-1.1	-58
CCC(=O)N[C@H]1C=C[C@@H](CC(=O)NCc2ccc(OC)cc2)O[C@H]1CO	0	x	-1.9	29
O=C(NCC[C@@H]1CC[C@H](NC(=O)c2cnccn2)[C@H](CO)O1)c1ccc2c(c1)OCO2	-13	4	-0.6	x
C[C@@H]1CN([C@H](C)CO)C(=O)c2cc(NC(=O)C3CC3)ccc2O[C@@H]1CN(C)S(=O)(=O)c1ccc(Cl)cc1	-1	-1	-0.9	9

Source: PubChem (Broad Institute)
